Screening results deposited in PubChem BioAssay by Sanford-Burnham Center for Chemical Genomics.
EBI2 block = antagonists of human EBI2 receptor; P32249; EBI2 beta-arrestin recruitment, luminescence, 7a,25-OHC stimulated; inhibition, % at 5 µM; 0.81% of 360,000 active; in the data active means inhibition above about 38%;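 further: enzyme fragment complementation signal reports receptor beta-arrestin coupling in cells; 0% = agonist plus DMSO wells and 100% = wells without agonist; some results beyond the cut were filed as inactive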
Target sequence (P32249 whole entry, looked up, the tested form may be a part): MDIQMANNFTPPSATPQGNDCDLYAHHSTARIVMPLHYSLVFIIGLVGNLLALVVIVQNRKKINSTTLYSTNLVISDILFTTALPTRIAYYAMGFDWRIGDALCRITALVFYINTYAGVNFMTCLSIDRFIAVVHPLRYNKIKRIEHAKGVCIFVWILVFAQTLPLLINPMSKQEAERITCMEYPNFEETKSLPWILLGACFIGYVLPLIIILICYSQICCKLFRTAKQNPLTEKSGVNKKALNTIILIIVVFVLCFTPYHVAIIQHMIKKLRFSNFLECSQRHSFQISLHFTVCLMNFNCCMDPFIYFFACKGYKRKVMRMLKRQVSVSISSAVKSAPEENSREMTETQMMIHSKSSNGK
CXCR6 block = CXCR6 (human) receptor inhibition; inhibition, % at 20 µM; O00574; CHO-K1 PathHunter CXCR6 beta-arrestin, luminescence; 0.36% of 360,000 active; in the data active means inhibition above about 34%, passing the limit was not always enough;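 further: antagonist mode with CXCL16 agonist at 10 nM final; 0% = 10 nM CXCL16 with DMSO and 100% = unstimulated wells without agonist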
Target sequence (O00574 whole entry, looked up): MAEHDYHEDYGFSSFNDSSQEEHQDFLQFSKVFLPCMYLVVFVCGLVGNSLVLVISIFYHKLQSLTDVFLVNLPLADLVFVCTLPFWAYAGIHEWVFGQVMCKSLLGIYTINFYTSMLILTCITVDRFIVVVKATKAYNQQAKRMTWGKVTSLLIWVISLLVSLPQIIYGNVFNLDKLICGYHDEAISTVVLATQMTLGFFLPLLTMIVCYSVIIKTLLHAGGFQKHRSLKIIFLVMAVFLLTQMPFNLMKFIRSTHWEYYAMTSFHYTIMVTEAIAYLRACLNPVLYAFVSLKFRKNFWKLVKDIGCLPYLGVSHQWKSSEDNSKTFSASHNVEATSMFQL
Active calls of the source: *. Some of the compounds tested (hit frequency here may not be typical).

#	compound	EBI2 block	CXCR6 block
1	O=C(CC[C@H]1O[C@@H](n2ccc(=O)[nH]c2=O)[C@H](O)[C@@H]1O)N1CCN(c2ccccn2)CC1	-21	-2
2	Cc1c(C(=O)NCc2ccc3c(c2)OCO3)sc(=O)n1Cc1ccc(-c2ccccc2)cc1	10	12
3	COc1c(C)cc(C(O)c2ncc(-c3ccc(Cl)cc3)[nH]2)cc1C (stereo not given)	15	-4
4	CCOC(=O)[C@]12CCC=C1N(Cc1ccco1)C(=O)[C@H](CC(=O)N1CCOCC1)C2	-11	-2
5	CCOC1=C2[C@H](c3ccccc3)N(S(=O)(=O)c3ccc(C)cc3)C[C@H]2n2c(=O)n(-c3ccccc3)c(=O)n2C1	0	-4
6	O=C(Cn1ccc(=O)[nH]c1=O)Nc1nccs1	-5	-1
7	CCCCn1nnnc1C1(C)CCC(=O)N1CCc1c[nH]c2ccccc12 (stereo not given)	-5	-4
8	CCCCC(=O)N(C)c1c(C)nc2ccc(C(=O)NCc3ccccc3OC)cn12	-10	-8
9	COc1ccc(C(NC(=O)C2CCN(C/C=C/c3ccc(OC(C)=O)c(OC)c3)CC2)c2ccccn2)cc1 (stereo not given)	4	6
10	Cc1ccc(C)c(S(=O)(=O)N2CCCC2CNC(=O)C(=O)Nc2ccccc2)c1 (stereo not given)	10	8
11	C[C@@H](NC(=O)c1ncn2c1c(=O)[nH]c1ccc(Br)cc12)c1ccccc1	-8	5
12	N#Cc1ccc(Nc2nc(-c3ccccc3)c(C(=O)c3ccccc3)s2)cc1	40	-3
13	O=C(CC1SCCNC1=O)NCc1ccccc1 (stereo not given)	0	2
14	COc1ccc(C(C)(NC(C)=O)c2nc(-c3cnc4ccccc4c3)cs2)cc1 (stereo not given)	4	-7
15	Cc1ccc(-n2sc3cc(F)ccc3c2=O)c(C)c1	9	-2
16	O=S1(=O)CC(N2CCCCC2)CN1C1CCCCC1 (stereo not given)	-6	-1
17	Cc1ccc(CC2(C)C(=O)Nc3c(Cl)cccc32)cc1 (stereo not given)	6	2
18	CCOC(=O)C1=C[C@@H](C(C)(C)C)N(S(=O)(=O)c2ccc(C)cc2)[C@H]1c1ccc(C)cc1	-17	-2
19	CCNC(=O)C1CCCN(C(=O)c2ccc(OC)cc2OC)CC1 (stereo not given)	2	-1
20	O=c1[nH]cc(Cc2ccccc2)c(=O)[nH]1	-5	-4
21	O=C(COC(=O)c1cccc(-n2cnnn2)c1)c1ccc(F)c(F)c1	-2	0
22	COc1ccc(S(=O)(=O)N2CCCOC2CNC(=O)C(=O)NCCO)cc1 (stereo not given)	-3	-12
23	CCOC(=O)[C@]12CCC=C1N(CCC1=CCCCC1)C(=O)[C@H](CC(=O)NCc1cccc(C(F)(F)F)c1)C2	5	0
24	CC(C)(C)C(=O)c1c(N)[nH]c(C(=O)c2ccccc2)c1-c1ccc(C(F)(F)F)cc1	13	8
25	CCc1nc2ccc(C(=O)NCCNC(C)=O)cn2c1N(CCC(C)C)CCN(C)C	2	-2
26	OC[C@@H]1CN(Cc2cccnc2)C[C@H](n2cnc3c(NC4CCCC4)ncnc32)O1	-6	-5
27	COc1ccc(C(C)(O)c2nc(-c3cncnc3)cs2)cc1 (stereo not given)	0	-3
28	O=C(CC[C@H]1O[C@@H](n2cnc3c(NC(=O)c4ccccc4)ncnc32)[C@H](O)[C@@H]1O)NCc1cccs1	-7	1
29	Cc1ccc(Cc2c(-c3ccco3)nc3ccc(Cl)cn23)cc1	4	-6
30	Clc1ccc2nc(C3CCCCC3)c(CC3CCCCC3)n2c1	-24	-9
31	O=c1[nH]nnc2c1ncn2C1OC(CO)C(O)C1O (stereo not given)	-7	0
32	Nc1nc2c(ncn2[C@@H]2O[C@H](CNCc3ccc(F)c(N4CCOCC4)c3)[C@@H](O)[C@H]2O)c(=O)[nH]1	-8	0
33	COCCNC(=O)c1cc2c(c(-c3cccc(C#Cc4ccc(OC)c(OC)c4)c3)n1)[C@H](CCO)N(S(=O)C(C)(C)C)C2 (stereo not given in full)	-3	-2
34	Cc1cc(Br)cn2c(Cc3cccc(F)c3)c(-c3ccccc3)nc12	-9	6
35	CCc1ccc(/C=C2\SC(=S)N(CCCC(=O)Nc3cc(C)on3)C2=O)cc1	-12	0
36	CN(Cc1ccccc1)C(=O)[C@@H]1CCCN1C(=O)[C@@H]1CCCN1C(=O)c1cccc2ccccc12	-2	-7
37	Cc1cc(-c2cc(NC=O)c3ncc(-c4cccc(C(=O)NCCN(C)C)c4)n3c2)cc(C)c1O	-2	-2
38	N#Cc1ccc(C(=O)N2CCCCC2c2cc(C(=O)Nc3cccc(C#N)c3)no2)cc1 (stereo not given)	13	5
39	CC1(Cc2cc(Cl)ccc2C(F)(F)F)C(=O)Nc2ccc(OC(F)(F)F)cc21 (stereo not given)	-5	-10
40	Cc1cc(C(=O)N2CCCC(CO)(Cc3ccc(F)cc3F)C2)nn1C (stereo not given)	1	-2
41	Cc1ccc(OCCCC(=O)N(C)CC(=O)Nc2c(C)cccc2C)cc1	3	0
42	Cn1nc(C(C)(C)C)cc1C(=O)N1CCCCC1c1cc(C(=O)Nc2cccc3c2CCCC3)no1 (stereo not given)	13	-2
43	CCCC(=O)N1CCC1(C)C(=O)NS(=O)(=O)c1ccc(Cl)cc1 (stereo not given)	-4	7
44	O=S1(=O)N[C@@H](Cc2ccccc2)COc2cc(N3CCN(Cc4ccccc4F)CC3)ccc21	-1	-8
45	CCOC(=O)[C@]12CCC=C1N(Cc1ccco1)C(=O)[C@H](CC(=O)NCCC(C)C)C2	-7	5
46	Cc1c(C(=O)NCc2ccc(Cl)c(Cl)c2)sc(=O)n1Cc1cccc(F)c1	15	3
47	CC1(C(=O)NS(=O)(=O)c2ccc(F)cc2F)CCN1C(=O)CCc1ccccc1 (stereo not given)	-11	0
48	COCCCN1C(=O)C(CC(=O)NCc2cccs2)CC(C(=O)N(C)C)=C1C (stereo not given)	-7	3
49	CC1(C(=O)NS(=O)(=O)c2cccc(Cl)c2)CCN1C(=O)Cc1ccc(Cl)cc1Cl (stereo not given)	0	-9
50	CC(=O)c1ccc(Nc2nc(C(N)C(C)C)cs2)cc1 (stereo not given)	19	3

(continued)
#	compound	EBI2 block	CXCR6 block
51	CCOC(=O)[C@]12CCCC=C1N(Cc1ccc3c(c1)OCO3)C(=O)[C@H](CC(=O)NCCCN1CCCC1=O)C2	-13	-8
52	O=C(NCc1ccco1)c1ccc2nc([C@@H]3O[C@H](CO)[C@H](O)[C@H](O)[C@H]3O)[nH]c2c1	-10	1
53	O=Cc1cccc(OCc2cn(CC(=O)c3ccc(O)cc3)nn2)c1	16	16
54	CCCNC(=O)C1(C)CCCN(Cc2cc(-c3ccccc3)n(C)n2)C1 (stereo not given)	-7	3
55	CC(=O)Nc1cccc(-c2ccnc3c2CC(C(=O)NCCC(F)(F)F)O3)c1 (stereo not given)	-5	-2
56	CCOC(=O)N1CCN(C(c2ccnc3ccccc23)c2nnnn2-c2ccc3c(c2)OCCO3)CC1 (stereo not given)	10	-6
57	Cc1ccc(NC2CCCN(C(=O)c3cc(C(C)C)nn3C)C2)cc1C (stereo not given)	4	8
58	CN(C)c1ncnc2c1nnn2C1OC(CO)C(O)C1O (stereo not given)	-8	-10
59	CCCNC(=O)C1(C)CCN(Cc2noc(-c3ccccc3OC)n2)C1 (stereo not given)	-5	-4
60	Cc1cccnc1C(NC(=O)C1CCN(Cc2cn(C)c3ccccc23)CC1)c1ccc(Cl)cc1 (stereo not given)	-24	-1

Looked up above.
entry 29 in EBI2 block has 4
entry 2 in CXCR6 block has 12

Ordered by heavy-atom count (lowest first): some entries from above
#	compound	EBI2 block	CXCR6 block
50	CC(=O)c1ccc(Nc2nc(C(N)C(C)C)cs2)cc1 (stereo not given)	19	3
58	CN(C)c1ncnc2c1nnn2C1OC(CO)C(O)C1O (stereo not given)	-8	-10
53	O=Cc1cccc(OCc2cn(CC(=O)c3ccc(O)cc3)nn2)c1	16	16
57	Cc1ccc(NC2CCCN(C(=O)c3cc(C(C)C)nn3C)C2)cc1C (stereo not given)	4	8
46	Cc1c(C(=O)NCc2ccc(Cl)c(Cl)c2)sc(=O)n1Cc1cccc(F)c1	15	3
55	CC(=O)Nc1cccc(-c2ccnc3c2CC(C(=O)NCCC(F)(F)F)O3)c1 (stereo not given)	-5	-2
49	CC1(C(=O)NS(=O)(=O)c2cccc(Cl)c2)CCN1C(=O)Cc1ccc(Cl)cc1Cl (stereo not given)	0	-9
45	CCOC(=O)[C@]12CCC=C1N(Cc1ccco1)C(=O)[C@H](CC(=O)NCCC(C)C)C2	-7	5
44	O=S1(=O)N[C@@H](Cc2ccccc2)COc2cc(N3CCN(Cc4ccccc4F)CC3)ccc21	-1	-8
60	Cc1cccnc1C(NC(=O)C1CCN(Cc2cn(C)c3ccccc23)CC1)c1ccc(Cl)cc1 (stereo not given)	-24	-1
56	CCOC(=O)N1CCN(C(c2ccnc3ccccc23)c2nnnn2-c2ccc3c(c2)OCCO3)CC1 (stereo not given)	10	-6
51	CCOC(=O)[C@]12CCCC=C1N(Cc1ccc3c(c1)OCO3)C(=O)[C@H](CC(=O)NCCCN1CCCC1=O)C2	-13	-8

(continued)
#	compound	EBI2 block	CXCR6 block
61	COc1cccc(CNC(=O)CCNC(=O)N2CC(=O)Nc3ccccc32)c1	2	-5
62	COc1ccc(CC(N)c2csc(NC(=O)NC(c3ccccc3)c3ccccc3)n2)cc1 (stereo not given)	1	-10
63	CN(C(=O)CN1CCN(c2cc(-c3ccc(OCc4ccccc4)cc3)ncn2)CC1)c1ccccc1	9	-10
64	COc1cccc(Nc2nc(C(N)CCc3ccccc3)cs2)n1 (stereo not given)	-8	-5
65	c1ccc(OCCNc2nc(NCC3CC3)nc3cc(-c4ccccc4)sc23)cc1	68*	20
66	O=C(CC[C@H]1O[C@@H](n2ccc(=O)[nH]c2=O)[C@H](O)[C@@H]1O)N[C@H](Cc1ccccc1)C(=O)NCc1cccs1	1	-1
67	CCCNC(=O)c1cc(C2CCCCN2S(=O)(=O)c2cccc3cccnc23)on1 (stereo not given)	10	-1
68	CC1(C(=O)NCc2cccc(Cl)c2)Cc2c(-c3cccc(C(N)=O)c3)ccnc2O1 (stereo not given)	3	-5
69	Cc1cc(C)cc(CC(=O)N2CCC2(C)C(=O)NS(=O)(=O)c2ccccc2)c1 (stereo not given)	1	2
70	CCOc1ccc(CNC(=O)C2CCCN(S(=O)(=O)N3CCC(C)CC3)C2)cc1OC (stereo not given)	-1	-4
71	C[C@@H]1CCCCO[C@H](CN(C)C(=O)CCC(F)(F)F)[C@@H](C)CN([C@H](C)CO)C(=O)c2cc(NC(=O)c3ccncc3)ccc2O1	-5	3
72	Cc1nnc(NCC=Cc2ccccc2)s1	0	-4
73	Cc1c(O)cnc2nn(-c3ccccc3)c(=N)n12	-1	-4
74	Clc1cccc(Cc2c(-c3cccc(Br)c3)nc3c4ccccc4ccn23)c1	8	-3
75	Cc1cccc(C)c1C(O)c1ncc(-c2cccc3ccccc23)[nH]1 (stereo not given)	8	9
76	O=C(NCC1CC1)c1cccc2c(-c3ccc(F)c(F)c3)coc12	5	2
77	CC(=O)Nc1cc(-c2cccc(CO)c2)cn2c(-c3ccc(C(C)=O)cc3)cnc12	7	1
78	CS(=O)(=O)c1ccc(-c2cccc(NC(=O)c3ccc4c(c3)OCO4)c2)nn1	4	-1
79	CC(C)(C)OC(=O)[C@H](Cc1ccccc1)NC(=O)c1[nH]cnc1C(=O)Nc1ccccc1F	-56	21
80	Cc1ccc(NC(=O)c2ccc3c(c2)CCN3S(C)(=O)=O)cc1	-8	-6

Single records, as listed above. Order of values: EBI2 block | CXCR6 block
Clc1cccc(Cc2c(-c3cccc(Br)c3)nc3c4ccccc4ccn23)c1 is listed as 8 | -3
Cc1ccc(NC(=O)c2ccc3c(c2)CCN3S(C)(=O)=O)cc1 is listed as -8 | -6

(continued)
#	compound	EBI2 block	CXCR6 block
81	CCc1nc2c(OCc3ccc(OC(F)F)cc3)cccn2c1N(C)C(=O)c1cccs1	6	16
82	COc1ccc(C(O)c2ncc(-c3cccc(OCc4ccccc4)c3)[nH]2)cc1F (stereo not given)	5	-6
83	Cc1cccc(C)c1NC(=O)C1c2ccccc2OCC(=O)N1C1CC1 (stereo not given)	3	-1
84	CCOC(=O)C1(C)CCCN(C(=O)CCc2ccccc2)C1 (stereo not given)	-5	-3
85	CC1CCCN(CC(=O)Nc2ccc(S(=O)(=O)N3C(C)CCCC3C)cc2)C1 (stereo not given)	-4	3
86	COc1cccc(C(C)(O)c2nc(/C=C/c3ccccc3)cs2)c1 (stereo not given)	-9	-2
87	FC(F)(F)c1cccc(-c2cc3nc(NCCOc4ccccc4)ccn3n2)c1	11	-5
88	COc1ccc2c(C)cc(=O)oc2c1OCC(O)CN1CCOCC1 (stereo not given)	-5	6
89	CCOC1=C2[C@@H](CN(S(=O)(=O)c3ccccc3C)[C@H]2c2ccc(Cl)cc2)[C@H]2C(=O)NC(=O)[C@H]2C1	-7	2
90	CSc1ncnc2c1ncn2CCCNCc1ccco1	2	0
91	O=C(Nc1ccc2c(c1)OCCO2)C(c1ccnc2ccccc12)N1CCN(C/C=C/c2ccccc2)CC1 (stereo not given)	50*	-4
92	COc1ccc(C2=Nc3ccccc3NC(=O)C2N(CCc2cc(OC)cc(OC)c2)C(C)=O)cc1 (stereo not given)	1	6
93	O=S1(=O)C[C@@H](N2CCC[C@@H]2CO)[C@H](COCc2ccccc2)N1	-16	-1
94	COc1cccc(-c2nc(-c3cccc(C)c3)nc3cc(Cl)ccc23)c1	-5	-3
